# Screens deposited in PubChem by Sanford-Burnham Center for Chemical Genomics.
# SENP8 block-1 – SENP8 protease inhibitors, primary screen, biochemical, luminescence; purified SENP8, Z-RLRGG-aminoluciferin cleavage; AID 2540, 2010; 1.2% of 330,000 active; inhibition, % at 10 µM; in the data active means inhibition above about 50%
# Target sequence (Q96LD8 whole entry, looked up): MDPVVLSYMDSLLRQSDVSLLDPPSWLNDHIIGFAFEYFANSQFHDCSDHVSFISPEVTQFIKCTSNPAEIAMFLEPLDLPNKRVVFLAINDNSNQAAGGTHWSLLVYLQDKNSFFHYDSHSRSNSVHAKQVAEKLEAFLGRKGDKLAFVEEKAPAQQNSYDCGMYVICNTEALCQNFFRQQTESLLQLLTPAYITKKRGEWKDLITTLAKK
# SENP8 block-2 – human SENP8 protease inhibitors, primary screen, biochemical, fluorescence, Nedd8 protein substrate, uHTS. recombinant SENP8. Sentrin-specific protease 8 (Homo sapiens), Q96LD8. AID 602440, 2012. inhibition, % at 20 µM. 0.64% of 360,000 active; in the data active means inhibition mostly above about 40%, no sharp cut-off; inactive means mostly below about 27%
# SENP1 FRET inh – human SENP1 catalytic domain inhibitors, primary screen, biochemical, FRET, uHTS. AID 624204, 2012. 0.21% of 360,000 active. recombinant SENP1 catalytic domain, CyPet-SUMO1-YPet FRET cleavage. inhibition, % at 10 µM;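 active means inhibition at least 30% at 10 µM, raw YFP signal under a set limit, fluorescence ratio 0.5 to 1.5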;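 further: 0% = enzyme with DMSO and 100% = no enzyme wells; some results filed as inactive read as strong as hits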
# Target sequence (Q9P0U3 419-644 limits assumed): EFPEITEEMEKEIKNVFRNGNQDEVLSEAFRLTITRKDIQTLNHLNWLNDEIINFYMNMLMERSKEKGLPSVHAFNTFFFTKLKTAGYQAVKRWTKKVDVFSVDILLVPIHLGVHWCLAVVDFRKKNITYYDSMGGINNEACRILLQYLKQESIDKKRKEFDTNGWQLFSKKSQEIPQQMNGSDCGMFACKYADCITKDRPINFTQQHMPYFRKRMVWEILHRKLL
#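 material = recombinant human SENP1 catalytic domain, His6-tagged | quantity = 20 pM enzyme | reagent = 25 nM SUMO1 FRET substrate | compound dosing = 10 µM single point, 0.5% DMSO | timing = 50 min enzyme reaction, room temperature, light-protected | detection = FRET, CFP and YFP emission | control set = no-enzyme low, enzyme-DMSO high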
# HKDC1 inhibitor – HKDC1 hexokinase inhibitors, primary screen, biochemical, fluorescence, uHTS | Q2TB90 | recombinant HKDC1, G6PDH/diaphorase resazurin coupled fluorescence | inhibition, % at 20 µM | 0.16% of 340,000 active;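 active means inhibition above about 35% when tested at 20 µM, limit read from the data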;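 further: plate controls were DMSO wells with enzyme for no effect and DMSO wells lacking enzyme for full effect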
#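 System: Recombinant HKDC1 hexokinase | Amount: HKDC1 at 5 µg/mL | Reagent: Glucose with 1 mM ATP | Doses: Single 20 µM dose | Incubation: Reaction time 90 min, room temperature, protected from light | Signal: Coupled resazurin fluorescence, excitation 525 nm, emission 613 nm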
# SENP6 block – SENP6 protease inhibitors, primary screen, biochemical, luminescence, uHTS | Recombinant SENP6 catalytic domain, aminoluciferin luminescence | inhibition, % at 10 µM | 1.8% of 330,000 active | AID 2599, 2010;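 active means inhibition above about 50% at the single tested dose, limit read from the data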;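 further: plate controls were DMSO wells with enzyme for no effect and DMSO wells lacking enzyme for full effect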
# Target sequence (Q9GZR1 628-1112 limits assumed): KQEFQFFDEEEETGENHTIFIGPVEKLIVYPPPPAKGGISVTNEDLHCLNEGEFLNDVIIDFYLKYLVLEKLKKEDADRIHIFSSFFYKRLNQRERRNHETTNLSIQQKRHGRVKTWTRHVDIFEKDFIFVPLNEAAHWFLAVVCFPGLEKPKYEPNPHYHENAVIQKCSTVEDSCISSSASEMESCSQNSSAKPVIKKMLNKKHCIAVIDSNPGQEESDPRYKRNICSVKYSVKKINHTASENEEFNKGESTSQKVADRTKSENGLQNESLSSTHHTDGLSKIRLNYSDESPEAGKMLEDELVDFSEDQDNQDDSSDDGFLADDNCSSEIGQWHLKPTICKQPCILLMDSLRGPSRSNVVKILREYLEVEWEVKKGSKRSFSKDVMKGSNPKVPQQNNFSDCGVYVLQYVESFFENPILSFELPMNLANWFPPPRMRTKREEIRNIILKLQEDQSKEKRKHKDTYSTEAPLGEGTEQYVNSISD
# PfGluPho inh – PfG6PD enzyme inhibitors, primary screen, biochemical, fluorescence intensity, uHTS; inhibition, % at 20 µM; 0.78% of 350,000 active; PfGluPho enzyme, NADPH resazurin-diaphorase fluorescence; glucose-6-phosphate dehydrogenase-6-phosphogluconolactonase (Plasmodium falciparum 3D7); AID 504690, 2011;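 active means inhibition reaching at least a set limit at 20 µM in the primary screen, cut at about 59% in these data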;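 further: 0% = DMSO wells with substrate and 100% = DMSO wells lacking glucose-6-phosphate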
# SENP7 block – SENP7 protease inhibitors, primary screen, biochemical, luminescence, uHTS. Sentrin-specific protease 7 (Homo sapiens), Q9BQF6. recombinant SENP7, Z-RLRGG-aminoluciferin luminescence, 40 min. inhibition, % at 5 µM. 1.5% of 330,000 active;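 active means inhibition above about 50% at the single test dose, limit read from the data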;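 further: plate controls were DMSO with enzyme for no effect and no enzyme buffer wells for full effect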
# Apaf-1 inh – inhibitors of human Apaf-1 apoptosome, primary screen, biochemical, DEVD-Rh110 fluorescence, uHTS | AID 489030, 2010 | inhibition, % at 20 µM | reconstituted apoptosome caspase-3 activity | 0.71% of 330,000 active; active means inhibition of at least 40% at 20 µM;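 further: plate controls were DMSO wells for no effect and DEVD-CHO caspase inhibitor wells for full effect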
#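 Assay system – apoptosome proteins · Medium – Hepes buffer, pH 7.5 · Also added – cytochrome c with DEVD-Rh110 · Timing – 30 min compound preincubation, 50 min activation, room temperature · Detection – Rh110 fluorescence, excitation 480 nm, emission 540 nm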
# The depositor's hits bear a star; · = no result given.
SMILES,SENP8 block-1,SENP8 block-2,SENP1 FRET inh,HKDC1 inhibitor,SENP6 block,PfGluPho inh,SENP7 block,Apaf-1 inh
O=C1C=C(NC2CC2)C2(CCCCC2)O1,1,13,1,-7,-6,-4,-6,5
O=c1o[nH]c(-c2ccccc2)c1N=Nc1c(F)cccc1Cl,-7,28,2,3,-8,-15,-11,14
O=C(COc1ccccc1)NCC(=O)N1CCCCCC1,6,3,2,-3,-2,4,-1,-8
CCc1ccc(C(=O)COC(=O)c2cccs2)cc1,91*,24,2,3,4,2,97*,9
CC(=O)Nc1ccc(S(=O)(=O)N(C)CC(=O)OCC(=O)Nc2cc(C)on2)cc1,9,7,1,-4,3,1,5,-13
COc1ccc(Cl)cc1NC(=O)N1CCN(c2ccccc2OC)CC1,-2,8,1,-4,-8,-1,0,1
COc1ccc(N2C(=O)CC(N3CCN(S(=O)(=O)c4ccc(Cl)cc4)CC3)C2=O)cc1 (stereo not drawn),-7,20,0,-3,-26,-63,-2,16
CCOc1ccc(S(=O)(=O)NCCC(=O)N2CC(C)CC(C)C2)cc1 (stereo not drawn),-3,6,2,-4,-25,-6,12,-6
Cc1cccc(C)c1NC(=O)CCCSc1nnnn1C,-1,-1,3,-4,-5,-1,7,-2
Cc1c(CCOC(=O)c2cc([N+](=O)[O-])ccc2Cl)sc[n+]1CCCCS(=O)(=O)[O-],2,20,3,-7,-8,-11,0,-8
Cc1ccc(S(=O)(=O)NCCC(=O)N2CCN(c3cccc(Cl)c3)CC2)cc1C,-7,-2,1,-1,-4,1,3,32
O=C(CCc1nnc(C2CCCCC2)o1)N1CCC(Oc2cccnc2)CC1,-1,3,0,10,3,-6,-2,-2
CCOC(=O)Nc1ccc2c(c1)N(C(=O)CCN(C)C)c1ccccc1S2,-3,9,2,-2,-15,-4,-10,8
O=S(=O)(NCc1ccccc1Cl)c1ccc(-n2cnnn2)cc1,7,3,3,-2,-21,3,-8,6
O=C(NNC1OC(CO)C(O)C(O)C1O)c1cccc(Br)c1 (stereo not drawn),-6,3,2,-2,1,-3,-3,-3
O=C(Nc1ccc2ncccc2c1)c1cc(Cl)ccc1Cl,0,7,3,6,-1,3,-6,2
CCN(CC(=O)NC(=O)NC1CCCCC1)Cc1ccccc1,-9,12,0,0,-12,-8,-6,20
COc1ccc(-c2nn(-c3ccccc3)cc2/C=N/NS(=O)(=O)c2ccccc2)cc1,-2,7,3,1,-9,-6,3,13
COC(=O)c1sccc1NC(=S)N1C(C)CCCC1C (stereo not drawn),6,-16,-3,-3,-2,-4,6,-18
O=C(Nn1c(-c2ccccc2)nc2ccccc2c1=O)c1ccco1,6,8,2,-10,0,-2,6,-23
Cc1ccc(S(=O)(=O)c2nnn3c2nc(NC2CCN(Cc4ccccc4)CC2)c2ccccc23)cc1C,0,-334,-7,-1,-2,-2,-3,22
Cc1c(C(=O)Nc2ccccc2)sc2nc(-c3ccccc3)cn12,-15,9,0,-2,-1,52,15,14
CCOCCOC(=O)c1[nH]c2c(c1C)C(=O)CC(c1ccccc1)C2 (stereo not drawn),0,11,-2,2,3,-14,4,5
CCOC(=O)C1CCN(S(=O)(=O)c2c(C)[nH]c(=O)[nH]c2=O)CC1,0,17,1,0,-8,2,-6,-9
O=C1CCC(=O)N1CCOP1(=O)COc2ccccc2OC1,-2,27,-1,-3,2,-5,-1,7
CCn1cc(C(=O)NCCCN2CCCC(C)C2)c(=O)c2cc(S(=O)(=O)N3CCc4ccccc4C3)ccc21 (stereo not drawn),1,3,-1,-5,-13,-4,5,9
Cc1c(C(=O)N/N=C/c2ccc(N(C)C)cc2)[nH]c2ccc(Cl)cc12,-2,-359,-30,-8,-5,16,1,-6
Cc1nnc2c(N3CCN(C(=O)c4ccco4)CC3)nc3ccccc3n12,2,-37,1,0,7,15,9,-2
COc1ccc(/C=N/NC(=O)c2ccco2)cc1OCc1ccccc1,-12,-150,2,-2,-17,-3,-7,18
CCN(c1cccc(C)c1)S(=O)(=O)c1cccc(C(=O)O)c1,-3,5,2,14,14,-20,-11,3

# 6 of the compounds above, with bars between the fields.
Structure | SENP8 block-1 | SENP8 block-2 | SENP1 FRET inh | HKDC1 inhibitor | SENP6 block | PfGluPho inh | SENP7 block | Apaf-1 inh
Cc1ccc(S(=O)(=O)c2nnn3c2nc(NC2CCN(Cc4ccccc4)CC2)c2ccccc23)cc1C | 0 | -334 | -7 | -1 | -2 | -2 | -3 | 22
Cc1c(C(=O)Nc2ccccc2)sc2nc(-c3ccccc3)cn12 | -15 | 9 | 0 | -2 | -1 | 52 | 15 | 14
CCOCCOC(=O)c1[nH]c2c(c1C)C(=O)CC(c1ccccc1)C2 (stereo not drawn) | 0 | 11 | -2 | 2 | 3 | -14 | 4 | 5
CCOC(=O)C1CCN(S(=O)(=O)c2c(C)[nH]c(=O)[nH]c2=O)CC1 | 0 | 17 | 1 | 0 | -8 | 2 | -6 | -9
O=C1CCC(=O)N1CCOP1(=O)COc2ccccc2OC1 | -2 | 27 | -1 | -3 | 2 | -5 | -1 | 7
CCn1cc(C(=O)NCCCN2CCCC(C)C2)c(=O)c2cc(S(=O)(=O)N3CCc4ccccc4C3)ccc21 (stereo not drawn) | 1 | 3 | -1 | -5 | -13 | -4 | 5 | 9

# Next section:
SMILES,SENP8 block-1,SENP8 block-2,SENP1 FRET inh,HKDC1 inhibitor,SENP6 block,PfGluPho inh,SENP7 block,Apaf-1 inh
COCCNC(=S)Nc1ccc2nc(N3CCOCC3)cc(C)c2c1,3,-303,-23,9,1,-11,8,-2
Cc1ccc(C(=O)NCCCn2ccnc2)cn1,-3,26,-1,1,-17,-12,-6,8
S=C(Nc1cccc2ccccc12)NC1CCCCC1,7,-36,0,-5,9,2,11,28
COC1CCC2(C)C(=CCC3C4CC(O)CC4(C)CCC32)C1 (stereo not drawn),·,-4,0,-5,·,-3,·,·
Cc1ccc2c(C)nc(Nc3nc(CSc4nc5ccccc5s4)cc(=O)[nH]3)nc2c1,·,15,-1,4,·,2,·,·
Cc1nn(-c2cccc(Cl)c2)c2c1C(c1cccnc1)C(C#N)=C(N)O2 (stereo not drawn),0,33,0,6,25,-19,2,32
CCCn1c(N)c(N(CCOC)C(=O)c2ccc(S(=O)(=O)N3CCOCC3)cc2)c(=O)[nH]c1=O,·,-5,-1,3,·,-1,·,·
CC(=O)Nc1cccc(Oc2ncnc3scc(-c4ccc(C)cc4)c23)c1,-9,18,4,18,-19,-12,-7,5
O=C(CSc1ccc(-c2ccc(F)cc2)nn1)Nc1ccc2c(c1)OCCO2,-15,10,-3,-7,-18,17,-7,2
Cc1c(C(=O)C(=O)NCC2CCCO2)c2ccccc2n1C (stereo not drawn),6,15,1,-3,12,-1,6,-8
Cn1c(NCC(O)c2ccccc2)nc2c1c(=O)n(Cc1ccc(Cl)c(Cl)c1)c(=O)n2C (stereo not drawn),-12,16,-1,-5,6,11,0,22
CN(CC(=O)Nc1ccccc1Cl)C(=O)CSc1nnc(-c2ccco2)o1,-4,-5,1,-7,4,0,-2,-5
O=C1C(Cl)=C(NC(=O)c2ccccc2)C(=O)C(Cl)=C1NC(=O)c1ccccc1,9,34,-2,43*,-4,114*,8,56*
CNCC(O)COc1cccc(OC)c1 (stereo not drawn),4,11,0,-1,13,-10,7,-10
COC(=O)c1cc(-c2ccc(OC)c(OC)c2)on1,-12,-40,0,1,-12,5,-7,2

# In the list so far, these contain fluorine.
SMILES,SENP8 block-1,SENP8 block-2,SENP1 FRET inh,HKDC1 inhibitor,SENP6 block,PfGluPho inh,SENP7 block,Apaf-1 inh
O=c1o[nH]c(-c2ccccc2)c1N=Nc1c(F)cccc1Cl,-7,28,2,3,-8,-15,-11,14
O=C(CSc1ccc(-c2ccc(F)cc2)nn1)Nc1ccc2c(c1)OCCO2,-15,10,-3,-7,-18,17,-7,2

# The listing continues.
SMILES,SENP8 block-1,SENP8 block-2,SENP1 FRET inh,HKDC1 inhibitor,SENP6 block,PfGluPho inh,SENP7 block,Apaf-1 inh
O=C(c1ccccc1)c1ccc(N2CCCC2)cc1,-21,-78,1,2,16,-13,0,16
COn1c(=O)c(=O)n(OC)c2ccccc21,3,20,2,-6,-15,-10,5,-13
COc1ccccc1/C=N/N1C(=O)C2C3C=CC(CC3)C2C1=O (stereo not drawn),-3,18,2,-4,-7,0,-8,-1
COc1ccc(C(=O)COC(=O)c2cccnc2SC)cc1,29,3,4,-8,27,1,71*,-9
CC(NC(=O)COC(=O)c1ccc(Br)o1)c1ccccc1 (stereo not drawn),-2,4,1,-5,5,-5,1,2
COc1ccccc1N1CCN(C(=O)CCC(=O)Nc2nnc(C(C)C)s2)CC1,-11,6,-2,-3,2,-1,4,2
O=C(CCOc1ccccc1)NNC(=O)c1ccccc1,4,8,4,-5,9,-1,0,-5
CCOc1ccc(C(=O)N2CCN=C2SC)cc1OCC,3,6,0,-3,4,-12,-1,-4
Cc1ccc(NC(=O)c2cc(N3C(=O)C=CC3=O)ccc2Cl)cc1C,-4,14,1,14,-17,77*,-3,17
CCOC(=O)C1C(C(C)=O)=C(c2ccccc2)c2ccccc2N1S(=O)(=O)C(F)(F)F (stereo not drawn),·,8,1,3,·,30,-4,10
O=C(NCc1ccccn1)c1cn(CCc2ccccc2)nn1,1,12,0,0,-2,-20,-3,19
O=C(CNC(=O)c1ccc(S(=O)(=O)N2CCCC2)cc1)N/N=C/c1ccco1,-9,9,0,5,-9,-3,-4,-4
c1coc(Cn2nnnc2CN2CCN(C3CCCCC3)CC2)c1,2,8,-1,3,0,17,-1,0
Cc1noc(C)c1CSCC(=O)Oc1ccc(N(C)S(=O)(=O)c2ccc(Cl)cc2)cc1,-3,7,0,2,-20,22,16,15

# A second format for 3 compounds above.
# Values in the order – SENP8 block-1	SENP8 block-2	SENP1 FRET inh	HKDC1 inhibitor	SENP6 block	PfGluPho inh	SENP7 block	Apaf-1 inh
COc1ccc(C(=O)COC(=O)c2cccnc2SC)cc1
→ 29	3	4	-8	27	1	71*	-9
CC(NC(=O)COC(=O)c1ccc(Br)o1)c1ccccc1 (stereo not drawn)
→ -2	4	1	-5	5	-5	1	2
COc1ccccc1N1CCN(C(=O)CCC(=O)Nc2nnc(C(C)C)s2)CC1
→ -11	6	-2	-3	2	-1	4	2

# Part of the list above, bar-delimited:
Molecule | SENP8 block-1 | SENP8 block-2 | SENP1 FRET inh | HKDC1 inhibitor | SENP6 block | PfGluPho inh | SENP7 block | Apaf-1 inh
O=C(CNC(=O)c1ccc(S(=O)(=O)N2CCCC2)cc1)N/N=C/c1ccco1 | -9 | 9 | 0 | 5 | -9 | -3 | -4 | -4
CC(NC(=O)COC(=O)c1ccc(Br)o1)c1ccccc1 (stereo not drawn) | -2 | 4 | 1 | -5 | 5 | -5 | 1 | 2
